From PubChem BioAssay
SARS 3CLpro inh – SARS-CoV 3CLpro protease inhibition. recombinant SARS-CoV 3CLpro, quenched FRET peptide cleavage. inhibition, % at 6 µM. hit rate 0.14% among 290,000; in the data active means inhibition above about 12%
BoNT-F LC inh – blocks Botulinum neurotoxin F light chain protease; Multiplex microsphere protease cleavage assay, flow cytometry; inhibition, % at 10 µM; hit rate 0.22% among 360,000; AID 588497; in the data active means inhibition above about 35%, passing the limit was not always enough; inconclusive means no clear call, values can overlap the other calls; further: plate controls were buffer without enzyme for full effect and enzyme alone for no effect
PrPC TRFRET – reduces human prion protein on the cell surface; AID 720596; P04156; hit rate 0.43% among 370,000; cell surface PrPC, TR-FRET read-out; inhibition, % at 13.8 µM; in the data active means inhibition above about 24%; further: 0% = median of the test wells and 100% = reference compound wells
VHR inh abs – inhibitors of human VHR1 phosphatase (DUSP3) | inhibition, % at 13.3 µM | P51452 | AID 1654 | recombinant VHR phosphatase, pNPP absorbance | hit rate 0.52% among 290,000; in the data active means inhibition above about 50%; further: some compounds called inactive have numbers as strong as hits
Target sequence (P51452 whole entry, looked up): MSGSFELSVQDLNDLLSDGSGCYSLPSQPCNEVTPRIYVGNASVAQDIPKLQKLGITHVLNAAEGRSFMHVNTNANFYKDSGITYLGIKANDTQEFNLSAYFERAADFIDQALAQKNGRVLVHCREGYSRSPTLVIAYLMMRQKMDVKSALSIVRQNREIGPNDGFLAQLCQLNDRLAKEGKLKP
CCHFV vOTU inh – CCHFV vOTU protease inhibition; Pep-AMC fluorescence; inhibition, % at 11.5 µM; hit rate 0.55% among 370,000; in the data active means inhibition above about 30%; further: 0% = vehicle wells with enzyme and 100% = no enzyme wells
Anthrax LF prot – blocks Bacillus anthracis lethal factor protease. hit rate 0.12% among 360,000. inhibition, % at 10 µM. P15917. multiplex microsphere protease cleavage assay, LF. AID 588501; further: plate controls were buffer without enzyme for full effect and enzyme alone for no effect
BoNT A protease – BoNT A light chain protease inhibition; multiplex microsphere protease substrate cleavage, flow cytometry; inhibition, % at 10 µM; hit rate 0.17% among 360,000; further: plate controls were buffer without enzyme for full effect and enzyme alone for no effect
Rv3671c protease – inhibits the M. tuberculosis serine protease Rv3671c; P9WHR9; AID 2606; inhibition, % at 5.96 µM; hit rate 0.048% among 320,000; in the data active means inhibition above about 38%;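 further: extracellular domain of Rv3671c used as enzyme; 0% = enzyme with DMSO and 100% = no enzyme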
Target sequence (P9WHR9 whole entry, looked up, the tested form may be a part): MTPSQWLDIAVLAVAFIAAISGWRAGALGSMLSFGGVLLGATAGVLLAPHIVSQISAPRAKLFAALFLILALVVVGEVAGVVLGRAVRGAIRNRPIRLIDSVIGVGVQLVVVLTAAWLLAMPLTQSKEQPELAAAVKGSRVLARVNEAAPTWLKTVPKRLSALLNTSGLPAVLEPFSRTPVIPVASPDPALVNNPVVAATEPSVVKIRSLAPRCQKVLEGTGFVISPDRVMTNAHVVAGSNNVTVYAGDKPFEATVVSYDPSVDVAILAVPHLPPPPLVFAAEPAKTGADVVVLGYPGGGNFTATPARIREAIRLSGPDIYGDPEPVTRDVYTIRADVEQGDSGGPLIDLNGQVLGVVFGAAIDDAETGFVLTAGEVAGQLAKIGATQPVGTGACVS
PriA SSB inh – inhibitors of Klebsiella pneumoniae PriA binding to SSB C-terminal tail. AlphaScreen SSBct-PriA binding, biotinylated peptide. inhibition, % at 33 µM. hit rate 0.6% among 430,000. AID 1272365; in the data active means inhibition mostly above about 37%, no sharp cut-off; inactive means mostly below about 20%;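 further: plate controls were negative control peptide for no effect and reference peptide for full effect; strong numbers were not always called active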
MazEF act – activators of E. coli MazEF toxin-antitoxin RNase. P0AE70. FAM/BHQ RNA-DNA oligo cleavage fluorescence, 5 h. activation, % at 20 µM. hit rate 0.32% among 350,000; in the data active means activation above about 50%
Target sequence (P0AE70 whole entry, looked up): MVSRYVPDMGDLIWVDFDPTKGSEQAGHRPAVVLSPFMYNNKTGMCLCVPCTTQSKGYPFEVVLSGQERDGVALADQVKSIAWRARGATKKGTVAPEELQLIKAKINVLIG
* marks the source's active call; other numbers are inactive results; ? = inconclusive; . = no result given; & = joins results of further samples. Unless noted, no stated cut-off is given here; in the data, active means inhibition above about 30%; inconclusive means no clear call, values can overlap the other calls; inactive means below that. Not all compounds are listed. The share of hits here may be higher or lower than overall.

SMILES	SARS 3CLpro inh	BoNT-F LC inh	PrPC TRFRET	VHR inh abs	CCHFV vOTU inh	Anthrax LF prot	BoNT A protease	Rv3671c protease	PriA SSB inh	MazEF act
Cc1ccccc1NC(=O)NCc1ccccn1	.	?	-6	.	-5	-2	3.4	5	-14	4
O=C1NC[C@H](CCCCN2C[C@H](Cc3ccc(O)cc3)N(CCc3ccc(O)cc3)C(=O)C2=O)N(CC2CCCCC2)C1=O	.	1	5	.	9	-5	0.2	.	.	.
COc1ccc(NC(=O)COC(=O)c2ccc(S(=O)(=O)N3CCCCC3)cc2)c(OC)c1	.	-8	1	.	-8	-14	0.7	.	.	1
CCOC(=O)Cc1csc(/N=C/c2c(O)n(-c3ccccc3C(F)(F)F)c(=O)c3ccccc23)n1	0	2	3	13	-91	2	0.8	-2	.	-28
FC(F)(F)c1cccc(OCC2CNC(=S)O2)c1 (centres undefined)	-3	-6	0	23	-5	7	-1.7	-6	-13	6
CCn1nc(C(=O)NNC(=O)C(Cc2ccccc2)NC(N)=O)c2ccccc2c1=O (centres undefined)	.	-4	1	.	-14	-5	0.1	-3	-8	-1
Cc1cc(C)n(-c2nc3ccccc3nc2N2CCC(C)CC2)n1	4	5	-1	10	-4	14	?	-6	-113	3
O=C(Cc1ccc(Cl)cc1)c1c[nH]c(C(=O)NCCCn2ccnc2)c1	2	-2	-3	13	-3	-2	-0.7	2	1	-1
Cc1cccc(C2c3[nH]c4ccccc4c3CCN2C(=O)CN2CCOC2=O)n1 (centres undefined)	4	-2	-11	30	3	-4	-0.3	-15	0	4
Cc1nn(CC(=O)NCCc2ccc(Cl)cc2)c(=O)c2cccn12	-1	1	-1	13	4	-1	0.0	2	-2	-2
O=C(/C=C/c1cnc2ccccc2n1)NC1CCCCCC1	0	-7	-29	8	-14	2	1.8	-6	-4	7
CCn1c(SCCC(C)C)nnc1-c1c[nH]c2ccccc12	1	-12	1	21	6	-5	-1.3	2	-13	1
COc1ccc(OCCCC(=O)ON=C(N)c2ccccc2Cl)cc1	.	4	2	.	12	2	0.2	0	-24	3
Cc1cccc(NC(=S)NCCc2c[nH]c3ccccc23)c1	1	-3	2	-2	-7	0	0.2	0	25	1
CCOc1ccc(C(=O)CSCCC(=O)O)cc1	4	2	7	-13	-3	0	-0.1	0	9&-13	1
CCOC(=O)N1CCN(c2c(N3CCN(c4ccc(OC)cc4)CC3)c(=O)c2=O)CC1	0	-5	3	29	5	1	0.0	-3	-8	3
O=S(=O)(c1ccccc1)N1CC=C(c2ccccc2)CC1	2	-1	9	10	-1	-1	0.5	5	-11	3
COc1ccc2[nH]c3c(c2c1)[C@@H]1CCN2C(=O)CCC[C@H](C3)[C@H]12	-5	-2	-2	13	5	3	0.4	4	8	9
O=C1CC(NCCN2CCOCC2)C(=O)N1Cc1ccc(N2CCCC2=O)cc1 (centres undefined)	-8	-24	-3	18	4	-1	0.4	-7	-3	-1
CC1CC(=O)N(CC(=O)NCc2ccco2)c2ccccc2S1 (centres undefined)	-7	-3	-4	0	-6	-1	-2.0	1	-3	-1

Twelve successive compounds already listed:
SMILES	SARS 3CLpro inh	BoNT-F LC inh	PrPC TRFRET	VHR inh abs	CCHFV vOTU inh	Anthrax LF prot	BoNT A protease	Rv3671c protease	PriA SSB inh	MazEF act
Cc1ccccc1NC(=O)NCc1ccccn1	.	?	-6	.	-5	-2	3.4	5	-14	4
O=C1NC[C@H](CCCCN2C[C@H](Cc3ccc(O)cc3)N(CCc3ccc(O)cc3)C(=O)C2=O)N(CC2CCCCC2)C1=O	.	1	5	.	9	-5	0.2	.	.	.
COc1ccc(NC(=O)COC(=O)c2ccc(S(=O)(=O)N3CCCCC3)cc2)c(OC)c1	.	-8	1	.	-8	-14	0.7	.	.	1
CCOC(=O)Cc1csc(/N=C/c2c(O)n(-c3ccccc3C(F)(F)F)c(=O)c3ccccc23)n1	0	2	3	13	-91	2	0.8	-2	.	-28
FC(F)(F)c1cccc(OCC2CNC(=S)O2)c1 (centres undefined)	-3	-6	0	23	-5	7	-1.7	-6	-13	6
CCn1nc(C(=O)NNC(=O)C(Cc2ccccc2)NC(N)=O)c2ccccc2c1=O (centres undefined)	.	-4	1	.	-14	-5	0.1	-3	-8	-1
Cc1cc(C)n(-c2nc3ccccc3nc2N2CCC(C)CC2)n1	4	5	-1	10	-4	14	?	-6	-113	3
O=C(Cc1ccc(Cl)cc1)c1c[nH]c(C(=O)NCCCn2ccnc2)c1	2	-2	-3	13	-3	-2	-0.7	2	1	-1
Cc1cccc(C2c3[nH]c4ccccc4c3CCN2C(=O)CN2CCOC2=O)n1 (centres undefined)	4	-2	-11	30	3	-4	-0.3	-15	0	4
Cc1nn(CC(=O)NCCc2ccc(Cl)cc2)c(=O)c2cccn12	-1	1	-1	13	4	-1	0.0	2	-2	-2
O=C(/C=C/c1cnc2ccccc2n1)NC1CCCCCC1	0	-7	-29	8	-14	2	1.8	-6	-4	7
CCn1c(SCCC(C)C)nnc1-c1c[nH]c2ccccc12	1	-12	1	21	6	-5	-1.3	2	-13	1

Next section
SMILES	SARS 3CLpro inh	BoNT-F LC inh	PrPC TRFRET	VHR inh abs	CCHFV vOTU inh	Anthrax LF prot	BoNT A protease	Rv3671c protease	PriA SSB inh	MazEF act
COc1ccc(NC(=O)C2CCN(S(=O)(=O)c3ccc(C)cc3)CC2)cc1OC	-1	-7	-2	8	-1	0	-4.5	2	-10	4
O=C(COc1cccc2ccccc12)N/N=C/c1ccccc1OCc1ccc(C(=O)O)cc1	2	1	2	-1	4	-7	-1.2	-40	.	-21
C[C@@H]1CN([C@@H](C)CO)C(=O)c2cc(N(C)C)ccc2O[C@@H](C)CCCCO[C@@H]1CN(C)Cc1ccc2c(c1)OCO2	.	5	7	.	1	-8	-0.4	.	.	6
Cc1cccc(NC(=O)NCc2ccc3c(c2)OCO3)c1	3	-4	-9	6	8	-4	-1.3	2	.	.
CC(=O)Nc1ccc(NC(=O)C(C)OC(=O)c2ccc(OCc3c(C)noc3C)cc2)cc1 (centres undefined)	2	-8	3	-6	-5	0	0.0	4	0	-1
CCOC(=O)C=C(C(=O)OCC)C(=O)OCC	-1	-4	0	28	9	0	-0.6	.	-1	-18
Cc1ccc(S(=O)(=O)N2CC=C(N)N2)cc1	.	1	-4	.	12	-3	0.1	.	-3	7
CCn1c(SCC(=O)Nc2ccc(C(C)=O)cc2)nc2nc3c(cc2c1=O)COC(C)(C)C3	-2	?	-4	25	-6	7	?	-11	-1	-18
CC(=O)Nc1ccc(S(=O)(=O)Nc2ccc(F)c([N+](=O)[O-])c2)cc1	5	-11	-8	10	-2	-2	-0.2	11	-25	-1
CC(=O)Nc1ccc(Nc2c3c4c(cccc4n(C)c2=O)C(=O)c2ccccc2-3)cc1	-3	-13	-20	-5	3	-5	-0.3	15	-4	-693
COc1ccc(CC(=O)NCC2CCCN(Cc3ccc(OC)cc3F)C2)cc1 (centres undefined)	0	?	-9	49	7	1	-2.9	4	3	7
CCc1nn(CC(=O)N2CC(C)CC(C)C2)c(=O)c2cccn12 (centres undefined)	-2	-3	8	38	-6	3	-0.2	-8	-14	9
O=C(c1ccccc1)c1ncc(C(F)(F)F)cc1Cl	-5	-5	-4	-17	-5	-2	-1.9	-3	-22	-2
O=c1cc[nH]c2ccc(OC(F)(F)F)cc12	3	?	-6	-3	2	-11	?	-2	5	4
CCC(=O)N1CCC1(C)C(=O)Nc1ccc2c(c1)CCN2C(C)=O (centres undefined)	.	6	1	.	-1	-9	-0.1	.	.	.
O=C(Nc1ccc(S(=O)(=O)N2CCOCC2)cc1)c1ccc2c(c1)OCO2	-4	1	-6	1	-4	-5	0.4	4	-7	7
CCn1c(-c2cc(OC)ccc2OC)csc1=Nc1c(C)n(C)n(-c2ccccc2)c1=O	0	7	-8	9	-1	1	0.9	6	-10	3
Cc1ccc(-n2c(=O)c3sccc3n(CC(=O)NCc3ccco3)c2=O)cc1F	-9	-5	0	10	0	-9	0.7	-8	-6	1
Cc1ccc(C2CC(C(F)(F)F)n3nc(C(=O)NCC4CCCO4)cc3N2)cc1 (centres undefined)	-2	.	-1	21	2	.	.	.	.	.
CC(C)(C)C(=O)N1c2ccccc2CCc2ccccc21	3	12	1	5	-15	18	1.4	1	-3	-9
CN(Cc1ccccc1)C(=O)c1cccc(NC(=O)Cc2ccc(NC(=O)C3CCCN(C(=O)CCc4ccccc4)C3)cc2)c1 (centres undefined)	.	-10	0	.	-3	-5	-0.3	.	-3	-17
Cc1onc(-c2ccccc2Cl)c1C(=O)Nc1ccccc1O	0	7	8	16	7	0	1.7	-16	-6	-5
CCc1nnc(NC(=O)[C@@H](NS(=O)(=O)c2ccc3c(c2)OCCO3)C(C)C)s1	.	-2	-2	.	15	-4	0.4	.	8	-1
CC1(C)C2([N+](=O)[O-])CN3CC1([N+](=O)[O-])CN(C2)C3c1ccccn1 (centres undefined)	-2	.	8	29	-6	.	.	5	-11	3
Cc1noc(C)c1CSc1nnc2ccc3ccccc3n12	-1	1	.	3	.	0	0.4	-4	-4&-4	-5
CC(=O)Nc1cccc(-c2csc(C(C)(O)c3cccc(F)c3)n2)c1 (centres undefined)	.	-11	-2	.	-7	-5	0.4	.	.	.
Cc1cc(=O)oc2cc(NC(=O)CC3(CC(=O)O)CCCC3)ccc12	0	?	4	13	-132	-6	-7.0	5	-4	5
CCCCOC(=O)c1ccc(NC(=O)c2ccc(F)cc2F)cc1	.	-4	-9	.	-1	4	-0.4	1	-5	-2
Cc1nc(-c2ccc(S(=O)(=O)N3CCN(c4cccc(C)c4C)CC3)cc2)co1	7	2	-2	34	21	0	-0.6	-12	-3	-6
COCCCNC(=S)NCCNc1nc2cc(C)c(C)cc2cc1C#N	2	-2	1	-10	-21	0	2.0	2	-13	-3
O=C(c1nsnc1-c1ccccc1O)N1CCCCC1	-1	-5	4	-2	4	0	-0.5	0	-3	0
CC(=O)Nc1ccc(S(=O)(=O)Nc2cccc(C(=O)Nc3ccccc3C(=O)O)c2)cc1	2	-6	4	-16	-12	-1	-4.9	-16	-1	2
COc1ccc(NC(=O)C2CCCN(S(=O)(=O)c3cccc4nonc34)C2)c(OC)c1 (centres undefined)	0	-7	-4	0	10	0	0.7	1	15	10
CCOc1ccc(OCC)c(S(=O)(=O)NCc2cccnc2)c1	-5	-2	-2	14	-7	0	-0.4	-8	1	-1
CCCCCCSc1nnc2[nH]c(=O)cc(N)n12	-2	-1	3	-2	3	0	-0.7	2	-14	-15
Cn1c(=O)oc2cc(S(=O)(=O)N3CCN(c4ccc(F)cc4)CC3)ccc21	6	-1	7	6	-3	-3	0.5	13	-16	46
Cc1ccc(NC(=O)C[n+]2cc(-c3ccc(C)cc3)n3c2CCC3)cc1	7	-1	-8	-1	-3	-4	0.4	7	-8	21
CCN(CC)C(=O)c1ccccc1NC(=O)c1ccccc1C	3	8	-3	12	4	3	1.0	6	-13	2
O=C(CC(Nc1ccc(Cl)cc1)C(=O)O)c1ccccc1 (centres undefined)	3	-14	4	18	9	-4	-0.4	0	-12	2
COc1ccc(OCc2nc(C#N)c(N3CCN(c4ccc(OC)cc4)CC3)o2)cc1	0	-6	5	-1	12	-8	-0.7	.	8	-8
Cc1ccc(/C=N/n2c(COc3ccccc3)n[nH]c2=S)s1	4	1	-5	-15	1	-9	0.6	-10	.	-5
